CHO parental Ca: ATP-evoked calcium signal inhibitors, parental CHO, primary screen, counter-screen for OX1R antagonist project, cell-based, fluorescence, Fluo-8 calcium dye; parental CHO-K1, ATP-induced calcium, Fluo-8 fluorescence; inhibition, % at 5.6 µM; 330,000 compounds, 0.63% hits; AID 463079, 2010;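 active = inhibition above that plate's mean sample inhibition plus 3 SD, cut at about 26% in these data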;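 note: 0% = ATP-challenged DMSO wells and 100% = DMSO wells without ATP; some compounds past the cut are filed as inactive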
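Measured by: calcium-sensitive Fluo-8 fluorescence / Test system: CHO parental line / Controls: ATP-challenged DMSO wells low, unchallenged DMSO wells high / Measure: % inhibition / Compound: single nominal dose of 5.6 µM per compound / Replicates: single well per compound, no replicates / Reagent: ATP as calcium-mobilizing challenge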
M1 PAM parental: nonselective calcium activators in parental CHO-K1 cells, primary screen, counter-screen for M1 PAM project, cell-based, Fluo-8 calcium fluorescence, full deck, 1536-well. activation, % at 3 µM. AID 602247, 2012. 360,000 compounds, 0.02% hits. ATP EC20; 0% at ATP EC20, 100% at ATP max;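 active = activation above the run cutoff, the mean activation of all test compounds plus 3 SD, cut at about 40% in these data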;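 note: peak over basal fluorescence ratio in a 140 s read after ATP addition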
M1 ag parental: counter-screen for M1 agonists: effect in parental CHO-K1 cells. Fluo-8 calcium fluorescence; scaled to maximal ATP response, vehicle zero. activation, % at 3 µM. 360,000 compounds, 0.48% hits. AID 602248, 2012; in the data active = activation above about 15%;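 note: untransfected CHO-K1 host cells lacking M1 receptor as counterscreen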
CHO-K1 Ca antag: counter-screen for M1 antagonists: effect in parental CHO-K1 cells | ATP-induced calcium, Fluo-8 fluorescence | AID 602250 | inhibition, % at 3 µM | 360,000 compounds, 0.6% hits;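 active = inhibition above a per-plate cutoff, the plate's mean sample inhibition plus 3 SD, cut at about 24% in these data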;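 note: 0% = DMSO plus EC80 ATP and 100% = DMSO alone without ATP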
TAAR1 agonist: human TAAR1 agonists, primary screen, Fluo-8 calcium fluorescence, CHO RD-HGA16 cells | vehicle wells 0%, saturating PEA agonist 100% | activation, % at 3 µM | 360,000 compounds, 0.99% hits | AID 624467, 2012;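 active = activation above the mean activation of all test compounds in the run plus 3 SD, cut at about 38% in these data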
Target sequence (Q96RJ0 whole entry, looked up): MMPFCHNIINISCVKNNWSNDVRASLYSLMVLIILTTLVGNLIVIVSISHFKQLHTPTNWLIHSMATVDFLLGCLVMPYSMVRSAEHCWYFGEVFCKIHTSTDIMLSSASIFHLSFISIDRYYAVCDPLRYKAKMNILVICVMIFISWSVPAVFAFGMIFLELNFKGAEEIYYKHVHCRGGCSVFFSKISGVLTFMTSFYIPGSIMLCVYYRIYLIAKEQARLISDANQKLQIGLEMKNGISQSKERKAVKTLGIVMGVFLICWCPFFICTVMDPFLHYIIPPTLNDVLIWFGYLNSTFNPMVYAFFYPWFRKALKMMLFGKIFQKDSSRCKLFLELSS
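System: CHO RD-HGA16 cells carrying human TAAR1 plus Gα16; Incubation: 17-24 h seeding, 75 min 37 °C dye, 30 min RT; Measured by: Fluo-8 fluorescence, 5 s baseline then 140 s kinetic read; Control set: DMSO and PEA EC100; Replication: single well for each compound.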
TAAR1 antag: human TAAR1 antagonists, primary screen, Fluo-8 calcium fluorescence, CHO RD-HGA16 cells; Trace amine-associated receptor 1 (Homo sapiens), Q96RJ0; AID 624466, 2012; antagonist; inhibition, % at 3 µM; 360,000 compounds, 1.5% hits;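 active = inhibition above a per-plate cutoff, the mean inhibition of test compounds on that plate plus 3 SD, cut at about 49% in these data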;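 note: 0% = DMSO plus EC80 beta-PEA response and 100% = DMSO alone without agonist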
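test system = CHO RD-HGA16 cells bearing hTAAR1 | replication = singlicate | controls = DMSO-only wells and EC80 β-PEA-stimulated wells | reagent = EC80 β-phenethylamine stimulus | read-out basis = percent inhibition of PEA-evoked calcium signal, max/basal emission ratio | schedule = seeding 17-24 h prior, 75-min 37 °C, 30-min RT dye loading | signal = kinetic Fluo-8 calcium fluorescence measurement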
CHRM1 agonist: human M1 muscarinic receptor agonists, primary screen, Fluo-8 calcium fluorescence, CHO-K1 cells, HTS; Muscarinic acetylcholine receptor M1 (Homo sapiens), P11229; CHO-K1 hM1, agonist mode; 0% DMSO, 100% acetylcholine EC100; activation, % at 3 µM; 360,000 compounds, 0.33% hits;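 active = activation above the run's mean compound activation plus 3 SD, cut at about 16% in these data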;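 note: peak over basal fluorescence ratio within a 140 s kinetic read after compound addition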
CHRM1 antagonist: human M1 muscarinic receptor antagonists, primary screen, CHO-K1 cells, Fluo-8 calcium fluorescence, 1536-well; Muscarinic acetylcholine receptor M1 (Homo sapiens), P11229; CHO-K1 hM1, ACh EC80 antagonist; inhibition, % at 3 µM; 360,000 compounds, 1.3% hits; AID 588852, 2011;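 active = percent inhibition above its own plate's cutoff, namely the mean of that plate's compound wells plus 3 SD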;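 note: peak over basal fluorescence ratio during 140 s after agonist addition; 0% = ACh EC80 plus DMSO and 100% = DMSO alone without agonist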
OXTR potentiator: human OXTR potentiators, primary screen, fluorescence, CHO-OTR cells, Fluo-8 calcium | Fluo-8 calcium fluorescence, potentiator mode; 0% = oxytocin EC15, 100% = EC100 | 320,000 compounds, 0.061% hits | Oxytocin receptor (Homo sapiens), P30559 | AID 2445, 2010 | activation, % at 3 µM;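 active = activation above that plate's cutoff, the mean activation of tested compounds plus 3 SD, cut at about 6.6% in these data, passing the limit was not always enough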;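 note: 100% uses oxytocin at 75 nM as the full agonist control; some results filed as inactive read as strong as hits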
Target sequence (P30559 whole entry, looked up): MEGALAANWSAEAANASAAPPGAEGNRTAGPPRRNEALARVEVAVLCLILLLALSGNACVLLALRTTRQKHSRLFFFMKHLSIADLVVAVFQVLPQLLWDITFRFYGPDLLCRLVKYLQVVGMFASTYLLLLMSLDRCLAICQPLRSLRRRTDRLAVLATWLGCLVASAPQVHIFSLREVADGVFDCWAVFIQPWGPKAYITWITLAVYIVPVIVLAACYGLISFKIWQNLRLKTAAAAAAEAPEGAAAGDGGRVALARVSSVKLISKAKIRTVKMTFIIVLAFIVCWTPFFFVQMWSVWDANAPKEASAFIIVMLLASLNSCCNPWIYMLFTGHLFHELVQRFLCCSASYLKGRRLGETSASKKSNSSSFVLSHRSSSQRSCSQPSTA
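Assay system: CHO cell line stably expressing human OTR | Also added: Oxytocin at about EC15, sub-maximal agonist stimulus | Times: Compound 6 min at room temperature before oxytocin, 100 s read | Measured by: Fluo-8 intracellular calcium fluorescence, ex 470-495, em 515-575 nm | Controls: EC15 oxytocin alone as 0%, 75 nM oxytocin as 100%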
* hit, by the source's call; / = no result given.

Second line of a record – OXTR potentiator	M1 ag parental	TAAR1 agonist	M1 PAM parental	TAAR1 antag	CHRM1 antagonist	CHO parental Ca	CHO-K1 Ca antag	CHRM1 agonist
- COc1ccccc1-c1sc2ccccc2c1-c1ccc(O)cc1
 : -2	-0.5	1	-13	7	-4	-6	1	-5
- Cc1nc(NCC2CC2)c2nnn(Cc3ccccc3)c2n1
 : -4	0.3	-2	9	-30	2	-6	-12	-1
- CCCCCC(=O)N1C[C@@H](n2cc(-c3ccc(F)cc3)nn2)[C@H](O)C[C@@H]1c1ccc(OC)cc1
 : /	1.0	-1	10	6	-6	/	1	-3
- COc1ccc(CCn2c(NCCCN3CCOCC3)nc3c2c(=O)[nH]c(=O)n3C)cc1
 : -9	0.1	6	10	3	-21	-4	-7	-3
- CC(=O)c1c(C)nc(-c2cccc([N+](=O)[O-])c2)n1O
 : -3	2.7	0	18	-23	-5	-3	-8	-3
- Cc1ccc(-c2c(C(=O)N/N=C/c3sccc3C)nnn2-c2nonc2N)cc1
 : -12	3.3	19	13	7	6	-2	-16	1
- CCOc1ccc(CCNC(=O)COC(=O)c2ccc(C)c([N+](=O)[O-])c2)cc1OCC
 : -1	1.2	-2	12	-12	-9	-17	-8	-3
- COc1ccc(NC(=O)CN(Cc2ccco2)Cc2ccco2)cc1S(=O)(=O)N1CCCCC1
 : -9	6.1	14	-4	37	8	-12	-20	-4
- Cc1ccc(N(C)S(=O)(=O)c2cccc(C(=O)Nc3nc4ccccc4[nH]3)c2)cc1
 : -12	6.3	8	2	27	19	-19	3	-8
- FC(F)Oc1ccc(NC(=S)NCc2nc3ccccc3[nH]2)cc1
 : -7	6.7	11	14	-21	8	-15	-10	-3
- Cc1ccc(S(=O)(=O)N2CCCC2CO)cc1 (stereo not drawn)
 : 3	0.8	3	6	-10	-27	-6	-15	-2
- CC(=O)N1C[C@@H](CO)[C@@H](N(C)C(=O)C(C)(C)C)C[C@H]1c1ccccc1
 : /	0.8	2	10	-5	-9	/	7	-5
- Cc1cccc(N2C(S)=C(C#N)C(=O)NC23CCCCC3)c1
 : -5	-0.4	0	11	7	-3	-5	-12	-1
- Cc1cccc2cc(CN(C(=O)c3cnccn3)C3CCCCC3)c(Cl)nc12
 : -1	-0.2	18	21	6	-6	-33	5	-1
- Cc1ccc(/C=C/S(=O)(=O)NCCC(=O)NCc2ccccc2F)cc1
 : 0	-0.7	0	14	2	0	-23	-13	-5
- O=C(NS(=O)(=O)Nc1ccccc1)C1=C(N2CCCC2)COC1=O
 : -2	0.9	4	9	-17	-13	8	-13	-2
- Cc1ccc(SCc2cc(=O)n3[nH]cnc3n2)cc1
 : 9.8*	3.6	20	24	-19	-17	-2	-3	-1
- COc1ccc(CCNC(=O)COc2cc(C)cc3oc(=O)cc(C)c23)cc1OC
 : -7	-0.1	-1	18	-1	-10	-10	-20	-3
- COc1ccc(S(=O)(=O)N2CCSC2c2ccc(OC)c(OC)c2)cc1 (stereo not drawn)
 : -3	2.6	11	4	-7	0	-4	6	-3
- COC(=O)c1c(NC(=O)C2c3ccccc3Oc3ccccc32)sc(C)c1C
 : -9	1.1	1	4	-19	-28	-9	1	-3
- COc1ccc(Cl)cc1Cn1c(C)c(C(=O)NCc2cccc(C(F)(F)F)c2)sc1=O
 : /	-0.2	2	2	12	-17	/	24*	-6
- Cc1ccc(C2=CSC3=NS(=O)(=O)CCN23)cc1
 : -16	0.4	3	13	-11	0	1	-8	-2
- NC(N)=N/N=C/c1ccc(Br)cc1
 : -8	4.3	58*	20	9	-7	8	0	-5
- COc1ccc(C(=O)N2CCC(C)(C(=O)NS(=O)(=O)C3CC3)C2)cc1 (stereo not drawn)
 : /	-0.1	1	-8	1	-7	/	-4	-2
- CCOC(=O)c1c(C)[nH]c(C)c1C(=O)CN1C(=O)NC(CC(C)C)C1=O (stereo not drawn)
 : -3	-0.3	/	16	/	-11	-16	-14	-5
- O=[N+]([O-])c1ccc(-c2ccc(/C=N/Nc3nc(N4CCCC4)nc(N4CCCC4)n3)o2)cc1
 : 0	0.1	6	5	8	-9	-12	-3	-5
- CC(C)[C@H](N)C(=O)NC[C@H](CC(=O)NC[C@H]1CC[C@H](C(=O)O)CC1)c1ccc(Cl)cc1
 : -9	0.2	0	14	-19	-5	-11	1	-3
- Cc1ccc(S(=O)(=O)N(C)c2ccc(OCC(=O)Nc3ccc(S(C)(=O)=O)cc3)cc2)cc1
 : /	6.2	14	4	36	-1	/	-12	1
- S=c1[nH]c2cc(-c3ccccc3)ccc2o1
 : -10	0.5	3	-8	5	-12	5	0	-1
- Cc1ccc(C)c(N(CC(=O)NCc2ccc3c(c2)OCO3)C(=O)CCC(=O)Nc2ccccn2)c1
 : -18	1.0	17	-8	18	9	-13	9	-2

In the list so far, these have a furan ring, fused or not.
Second line of a record – OXTR potentiator	M1 ag parental	TAAR1 agonist	M1 PAM parental	TAAR1 antag	CHRM1 antagonist	CHO parental Ca	CHO-K1 Ca antag	CHRM1 agonist
- COc1ccc(NC(=O)CN(Cc2ccco2)Cc2ccco2)cc1S(=O)(=O)N1CCCCC1
 : -9	6.1	14	-4	37	8	-12	-20	-4
- O=[N+]([O-])c1ccc(-c2ccc(/C=N/Nc3nc(N4CCCC4)nc(N4CCCC4)n3)o2)cc1
 : 0	0.1	6	5	8	-9	-12	-3	-5

Carrying on.
Second line of a record – OXTR potentiator	M1 ag parental	TAAR1 agonist	M1 PAM parental	TAAR1 antag	CHRM1 antagonist	CHO parental Ca	CHO-K1 Ca antag	CHRM1 agonist
- O=[N+]([O-])c1ccc(C2=Nc3cc(Cl)ccc3OC2)cc1
 : -10	0.3	9	2	-9	-1	-1	-13	-6
- Cc1cc(C)c(-c2csc(NC(=O)c3n[nH]c(=O)c4ccccc34)n2)c(C)c1
 : 3	-0.2	0	20	9	-2	-6	-7	-2
- CNc1nccc(-c2ccc(F)cc2)c1C#N
 : 2	1.2	-1	20	9	-2	-19	-17	-10
- O=C(O)Cc1ccc(-n2cccc2)cc1
 : -4	0.0	3	14	4	-5	4	-4	-5
- O=C(CN1CCN(C(=O)c2ccccc2)CC1)Nc1ccccc1
 : -5	0.9	6	-1	-8	2	-9	3	-4
- Cc1ccc(-c2cc(=O)c3ccc(F)cc3[nH]2)cc1
 : 1	0.0	3	11	7	-8	-2	-11	-6
- CC(C)c1ccc(NS(=O)(=O)c2cccc3cccnc23)cc1
 : -13	2.8	8	17	-1	-10	-16	-9	-5
- CCN(CC(=O)N1CCCC1)S(=O)(=O)c1ccccc1
 : /	-0.1	1	16	-23	-11	/	4	-3
- C/C(=N\NC(=O)c1ccc(NS(=O)(=O)c2cccs2)cc1)c1ccc(Cl)cc1
 : 5	0.4	-1	13	-7	-5	-9	-5	-9
- C/C(CC(=O)Nc1ccc2c(c1)OCCO2)=N\NC(=O)c1ccc([N+](=O)[O-])cc1Cl
 : -10	0.4	2	6	-19	0	-4	-18	-6
- COCCNc1nc(-c2cc(C)n(CCc3ccc(OC)cc3)c2C)cs1
 : -2	0.7	6	18	2	-1	-9	-8	-4
- CCc1ccc(/C=N\n2cnnc2)cc1
 : 1	-0.4	0	-26	1	23	5	11	-5
- FC(F)(F)c1cnc(N2CCN(C(=S)NCc3ccccc3)CC2)c(Cl)c1
 : -16	3.4	6	8	4	4	-15	-10	-3
- Cc1cccc(C)c1NC(=S)N/N=C1\CC2CC=CC12 (stereo not drawn)
 : -6	0.1	10	-4	-8	-7	-12	-6	-3
- Cc1cccc(NC(=O)Cn2c(=O)oc3ccccc32)c1
 : -15	1.5	8	16	0	-20	-9	-6	-1
- CC1CCN(S(=O)(=O)c2cc([N+](=O)[O-])ccc2Cl)CC1
 : 6	2.8	4	19	-29	-14	-13	-6	-8
- COc1ccc(N(CC(=O)NCc2ccccc2OC)S(=O)(=O)c2c(C)nn(C)c2C)cc1
 : -6	0.8	2	12	3	-17	-16	-14	-5
- CC(C)(C)OC(=O)N(Cc1ccccc1)Cc1ccccc1OCc1ccc(NC(=O)C2CCC2)cc1
 : /	1.4	-1	8	-41	-7	/	-20	-3
- Cc1ccc(CNC(=O)c2ccc3c(=O)n4c(-c5ccc(C)cc5)csc4nc3c2)cc1
 : 0	-1.0	6	-3	-1	-10	-3	7	4
- CCCNC(=O)Nc1nc2ccccc2s1
 : -14	0.3	1	7	-4	-11	-2	3	0
- CC(C)(C)c1ccc(N2C(=O)CC(c3ccccc3)C2=O)cc1 (stereo not drawn)
 : /	0.2	3	3	-4	-3	/	-1	0
- CCCCNC(=O)c1nn2c(C(F)(F)F)cc(-c3ccc(OC)cc3)nc2c1Br
 : -2	0.3	14	10	-24	-4	-19	-11	-5
- COc1ccc(CCN(C)C/C=C/c2ccccc2)cc1OC
 : /	0.5	2	3	0	-5	/	-3	-8
- Cc1cccc(COc2ccccc2C(=O)NC2CCC(O)CC2)c1 (stereo not drawn)
 : -3	2.5	3	13	-1	-7	-15	-14	9
- COc1ccc(C(=O)NCC(=O)NCc2ccc3c(c2)OCO3)cc1[N+](=O)[O-]
 : /	0.6	-1	15	13	-10	/	5	-5
- COc1ccc(/C=C(/NC(=O)c2ccccc2)C(=O)NCC2CCCO2)cc1 (stereo not drawn)
 : -7	1.8	6	12	-11	-8	-5	-10	-4
- O=C(O)c1ccsc1Cc1cccs1
 : /	-0.2	4	-11	-6	-16	/	9	0
- COc1ccc(CNC(=O)C2CCN(C(=O)c3ccccc3)CC2)cc1
 : -8	0.7	-1	-1	-3	-8	-15	-3	-4
- CCCCc1cc(=O)oc2cc(OC3CCCCC3=O)ccc12 (stereo not drawn)
 : -3	0.3	0	5	-10	-5	6	-13	-2
- C=CCn1cccc(C(=O)Nc2ccc(OC)cc2)c1=O
 : 3	1.3	3	25	14	-10	-11	-15	-6
- O=C(O)CCC(=O)Nc1sc2c(c1C(=O)NC1CCCC1)CCCC2
 : -1	0.5	1	-1	-31	-7	-16	2	-3

High-throughput results: PubChem BioAssay, The Scripps Research Institute Molecular Screening Center
